ABCB6 inh MLPCN = blocks the human ABCB6 transporter; K562-ABCB6 porphyrin accumulation, flow cytometry, 1 h; stronger effect = lower value; Q9NP58; fluorescence ratio to DMSO, % at 10 µM; actives 0.19% (n = 360,000);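 active means fluorescence ratio to DMSO below 75%, the collection mean minus 3 SD; inconclusive means too few cells collected in the well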;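 further: signal is porphyrin accumulated inside mitochondria; 100% equals median channel fluorescence of DMSO control wells; lower ratio means ABCB6 inhibition with less porphyrin fluorescence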
PDI inh = inhibitors of human protein disulfide isomerase; PDI insulin aggregation turbidity, A650, 90 min; inhibition, % at 10 µM; actives 0.052% (n = 350,000); AID 588391; P07237;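 active means mean inhibition across replicates of 30% or more, whatever share of single replicates reach that level; inconclusive means mean inhibition below 30% while every single replicate reaches 30%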;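 further: absorbance from insulin aggregation driven by PDI reduction with DTT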
Target sequence (P07237 whole entry, looked up): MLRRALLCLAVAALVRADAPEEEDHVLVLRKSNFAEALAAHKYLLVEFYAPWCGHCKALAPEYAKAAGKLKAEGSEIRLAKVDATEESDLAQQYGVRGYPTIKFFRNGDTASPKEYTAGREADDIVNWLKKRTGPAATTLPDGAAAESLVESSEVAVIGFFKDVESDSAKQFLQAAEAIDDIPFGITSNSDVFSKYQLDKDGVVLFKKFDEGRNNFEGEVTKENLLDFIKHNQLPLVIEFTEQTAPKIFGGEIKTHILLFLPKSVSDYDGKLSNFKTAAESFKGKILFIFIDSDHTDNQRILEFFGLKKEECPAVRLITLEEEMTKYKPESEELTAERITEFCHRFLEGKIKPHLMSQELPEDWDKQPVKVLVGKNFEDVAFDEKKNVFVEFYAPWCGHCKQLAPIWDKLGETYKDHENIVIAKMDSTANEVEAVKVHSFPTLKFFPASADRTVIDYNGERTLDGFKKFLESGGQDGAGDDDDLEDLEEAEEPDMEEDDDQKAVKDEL
hiPSC survival = enhancers of human iPSC single-cell survival. hiPSC single-cell survival, ATPlite luminescence; 100% = ROCK inhibitor wells, 0% = DMSO. AID 602274. actives 0.044% (n = 360,000). survival enhancement, % at 20 µM; in the data active means survival enhancement above about 18%;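 further: cells exposed to compounds for 16 hours before the ATP read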
aDG glyco act = alpha-DG glycosylation activation. activation, % at 10 µM. actives 0.22% (n = 360,000). AID 624168. Pro5-aDG cells, alpha-DG glycosylation AlphaScreen (IIH6); 0% Pro5, 100% B10-LARGE cell signal;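 active means activation of at least 8% versus controls, or a plate z-score of at least 8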;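 further: Pro5 are CHO cells carrying HIG-tagged alpha-DG that lacks glycosylation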
Glyco luc inh = blocks N-linked glycosylation in D54 reporter cells. reporter increase, % at 12.5 µM. actives 0.23% (n = 360,000). D54 ERlucT glycosylation luciferase reporter, 24 h; percent of 100 nM tunicamycin response. AID 588692;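 active means mean luciferase reporter signal, scaled so untreated is 0 and the glycosylation-blocking control 100, at or above a set limit in every replicate; inconclusive means mean reaches the limit but not every replicate does; inactive means mean below the limit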;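 further: luciferase carries N-glycosylation sites so blocking glycosylation raises the light; 0% = median of neutral control wells and 100% = median of 100 nM tunicamycin wells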
m5-HT2A agonist = activates the mouse 5-HT2A serotonin receptor. activation, % at 7.6 µM. P35363. actives 0.66% (n = 360,000). CHO-K1 mHTR2A beta-arrestin complementation, luminescence; percent of 30 µM serotonin response. AID 624169;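 active means activation above a run cutoff, the mean activation of all tested compounds plus 3 SD, cut at about 14% in these data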;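 further: 0% = plate median of compound wells and 100% = 30 µM serotonin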
Target sequence (P35363 whole entry, looked up): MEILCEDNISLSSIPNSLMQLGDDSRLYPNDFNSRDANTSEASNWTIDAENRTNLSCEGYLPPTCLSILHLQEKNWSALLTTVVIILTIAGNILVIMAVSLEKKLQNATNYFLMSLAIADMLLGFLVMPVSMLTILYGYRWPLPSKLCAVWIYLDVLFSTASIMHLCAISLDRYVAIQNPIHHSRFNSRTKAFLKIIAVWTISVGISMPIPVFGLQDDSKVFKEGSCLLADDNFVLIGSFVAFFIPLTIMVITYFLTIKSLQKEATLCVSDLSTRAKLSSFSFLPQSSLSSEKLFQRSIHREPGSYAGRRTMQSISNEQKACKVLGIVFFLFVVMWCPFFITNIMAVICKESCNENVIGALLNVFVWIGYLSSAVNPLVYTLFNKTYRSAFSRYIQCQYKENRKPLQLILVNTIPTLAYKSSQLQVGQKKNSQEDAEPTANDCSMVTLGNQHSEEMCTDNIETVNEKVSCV
Cardio protect = myocardial damage modulation in H9c2 cells. H9c2 cardiomyocytes, H2O2 injury protection, ATPLite, 2 h. protection from H2O2 cell death, % at 20 µM. actives 0.63% (n = 360,000). AID 588492;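 active means compounds giving at least 50% protection of heart cells from peroxide-induced death in the single-dose screen, raw or plate-pattern-corrected value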;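 further: 0% = DMSO wells with peroxide and 100% = DMSO wells without peroxide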
Vif inh = HIV Vif inhibition | HEK293T cells, Vif self-association by quenched fluorescence, imaging, 24 h | inhibition, % at 7.49 µM | actives 0.35% (n = 340,000) | AID 602346; in the data active means inhibition above about 50%, passing the limit was not always enough; inconclusive means no clear call, values can overlap the other calls; inactive means below about 31%; further: some results filed as inactive read as strong as hits
CaV13 ICDI inh = Disruptors of the CACNA1D IQ motif to Ca2+-dependent inactivation inhibitor domain association, primary screening, Förster resonance energy transfer in intact living …; HEK cells, CFP/YFP FRET ICDI-IQ, plate reader, 10 min; percent FRET-ratio fall versus neutral wells; inhibition, % at 12.3 µM; actives 0.098% (n = 340,000); AID 743397;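 active means mean replicate inhibition of at least 30% and at least 1% of replicates passing that level; inconclusive means only one of the two criteria is met; inactive means neither criterion is met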;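 further: 0% = median of the neutral control wells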
Exocytosis inh = lytic granule exocytosis inhibition; AID 651702; TALL-104 LAMP-1 surface exposure, flow cytometry; cells stimulated with thapsigargin and PMA; inhibition, % at 10 µM; actives 0.66% (n = 360,000);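 active means inhibition above about 55%, limit read from the data; inconclusive means no clear call, values can overlap the other calls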
Numbers without * were called inactive; u = inconclusive; x = not tested or not shown. Rows were taken by chance; any-hit rate near 3.1%.

Values run as follows: ABCB6 inh MLPCN	PDI inh	hiPSC survival	aDG glyco act	Glyco luc inh	m5-HT2A agonist	Cardio protect	Vif inh	CaV13 ICDI inh	Exocytosis inh
> COC(=O)c1ccc(CC2(C)C(=O)Nc3ccc(OC(F)(F)F)cc32)o1 (configuration not stated)
→ 105.0	2.6	-0.6	-0.1	-1.5	-5.1	0.5	4.5	-5.6	-2.6
> CC1=C(C(=O)N2CCOCC2)CC(CC(=O)NCc2cccc3ccccc23)C(=O)N1Cc1ccc(F)cc1 (configuration not stated)
→ 102.0	4.3	1.4	0.0	0.4	4.9	12.8	-0.9	-5.6	-4.0
> COc1ccc(NS(=O)(=O)c2cccc(C(=O)N/N=C(\C)c3cccnc3)c2)cc1
→ 96.0	1.3	-0.3	-0.1	-0.3	8.2	-2.6	x	-5.2	1.3
> Cc1nnc(NC(=O)c2ccc(S(=O)(=O)N(C)c3ccccc3)cc2)s1
→ 97.0	-11.8	0.1	-0.8	1.3	3.0	10.5	-6.2	-5.5	2.6
> CCN(CC)c1cc(Cl)c2nonc2c1N
→ 99.0	-1.3	-0.2	0.0	-1.7	-1.6	3.8	17.6	-19.5	4.3
> CCOc1ccc(S(=O)(=O)NCCC(=O)OC(C)C(=O)N2CCc3ccccc32)cc1 (configuration not stated)
→ 97.0	4.1	-0.3	0.8	-0.6	0.1	-8.2	-5.5	-4.2	-0.4
> CSc1nc(N)n2nccc2n1
→ 92.0	x	0.4	0.0	0.3	-2.8	3.2	1.3	-9.8	3.5
> CC(CCl)OC(C)CCl (configuration not stated)
→ 102.0	x	-1.7	-0.1	3.3	1.1	4.4	-7.5	x	-2.4
> CCOC(=O)/C(N=Nc1ccc(Cl)cc1)=C(/O)c1ccc([N+](=O)[O-])cc1
→ 101.0	-5.3	-0.3	-0.3	0.7	-2.7	-4.8	x	x	-2.0
> CCOC(=O)N1CCN(c2cc(=O)n(-c3ccc(OC)cc3)c(=O)[nH]2)CC1
→ 103.0	-4.0	-2.9	0.2	0.2	5.7	3.5	11.1	-7.1	-1.2

(next part)
Values run as follows: ABCB6 inh MLPCN	PDI inh	hiPSC survival	aDG glyco act	Glyco luc inh	m5-HT2A agonist	Cardio protect	Vif inh	CaV13 ICDI inh	Exocytosis inh
> CCCCNC(=O)c1sc2ncnc(N3CCc4ccccc4C3)c2c1C
→ 83.0	2.7	-2.2	0.0	-2.9	-11.2	16.9	-1.2	-7.1	-0.2
> CCn1nnnc1Oc1ccc(Cl)cc1
→ 91.0	-12.1	0.7	-0.2	1.8	0.9	-0.4	10.2	-7.5	4.9
> CC12CCC(C(=O)N/N=C/c3ccc(O)cc3O)(OC1=O)C2(C)C (configuration not stated)
→ 101.0	-1.6	0.1	-0.1	2.6	2.5	36.7	3.5	-3.6	0.0
> CC(C)(C)c1ccc(C(=O)Nc2ccc(C(=O)NCc3cccnc3)cc2)cc1
→ 99.0	3.0	-0.4	2.3*	-6.0	2.8	-6.2	6.4	-6.9	28.7
> Cn1c(=O)c2c(nc(N/N=C/c3ccc(OC(=O)c4ccco4)cc3)n2Cc2ccccc2)n(C)c1=O
→ 93.0	1.6	0.4	0.2	15.7	-1.9	10.1	-16.2	-4.5	1.9
> CCC12CCC3c4ccc(O)cc4CCC3C1CC(O)C2O (configuration not stated)
→ 89.0	27.6	0.0	-0.2	21.3	0.9	0.8	24.3	-13.7	1.2
> NNC(=O)/C=C/c1ccc(Cl)cc1Cl
→ 95.0	-10.2	-2.2	-0.1	-0.3	0.7	-4.1	-1.7	5.6	0.0
> CN(C)S(=O)(=O)c1ccc(N)c([N+](=O)[O-])c1
→ 89.0	-1.7	0.8	-0.2	0.4	-3.8	2.8	13.5	-4.1	-20.2
> Cc1noc(C)c1NC(=O)N(C)C[C@H]1Oc2ccc(NC(=O)CCC(F)(F)F)cc2C(=O)N([C@H](C)CO)C[C@@H]1C
→ 95.0	0.2	-1.5	0.0	1.7	-2.5	4.5	-2.6	-11.0	-3.0
> S=C(NCc1cccnc1)c1ccccc1
→ 95.0	-2.7	-0.5	-0.1	0.5	-4.3	-3.7	5.4	-17.4	11.4

Additional compounds:
Values run as follows: ABCB6 inh MLPCN	PDI inh	hiPSC survival	aDG glyco act	Glyco luc inh	m5-HT2A agonist	Cardio protect	Vif inh	CaV13 ICDI inh	Exocytosis inh
> Cc1onc(-c2c(F)cccc2Cl)c1C(=O)Nc1nc2c(s1)CCCC2
→ 96.0	7.7	3.2	0.0	-6.7	-5.0	-3.2	u	-8.0	1.1
> Cc1cc(C(=O)OCC(=O)Nc2cccc(S(N)(=O)=O)c2)c2ccccc2n1
→ 96.0	-3.8	-0.5	0.0	1.8	1.4	4.5	-4.7	-14.7	1.3
> Cc1ccc(NC(=O)c2ncn(CCCNCc3ccccc3)n2)cc1C
→ 99.0	-19.5	-1.0	0.2	u	4.9	3.0	x	-6.6	-0.8
> CCOC(=O)C1=CCN(S(=O)(=O)c2ccc(C)cc2)C1c1ccc(Br)cc1 (configuration not stated)
→ 101.0	x	-0.4	0.2	-0.2	-2.9	-5.9	x	-5.0	1.0
> CC(NC(=O)c1cccc(S(=O)(=O)N2CCN(Cc3ccccc3)CC2)c1)c1ccccc1Cl (configuration not stated)
→ 100.0	8.0	-0.1	-0.2	-3.4	0.2	-9.1	17.4	-1.7	1.5
> COc1cc(S(=O)(=O)N(Cc2ccco2)C2CCCC2)ccc1-n1cnnn1
→ 95.0	7.5	0.4	-0.3	-0.6	0.2	3.1	5.4	-7.3	-1.4
> CCCC1(c2ccccc2)NC(=O)N(CC(=O)Nc2ccc3c(c2)OCCO3)C1=O (configuration not stated)
→ 90.0	-1.3	-0.3	0.1	2.0	3.3	-2.2	-1.9	-5.6	-3.3
> COCCCC1CCN(C(=O)C2CCC(=O)N(Cc3ccccc3F)C2)CC1 (configuration not stated)
→ 102.0	2.2	2.2	0.3	0.6	11.4	-1.8	-5.2	x	-19.2
> CCOC(=O)CN1CC23C=CC(O2)C(C(=O)NCc2ccc(C)cc2)C3C1=O (configuration not stated)
→ 100.0	x	-0.1	-0.1	-0.2	5.1	1.6	-1.0	-6.9	1.6
> Cc1ccccc1CN1CCc2c(OCC(=O)N3CCCCC3)cccc2C1=O
→ 99.0	3.4	-0.5	0.0	-1.8	1.9	-5.5	16.0	x	-2.5

New compounds follow:
Values run as follows: ABCB6 inh MLPCN	PDI inh	hiPSC survival	aDG glyco act	Glyco luc inh	m5-HT2A agonist	Cardio protect	Vif inh	CaV13 ICDI inh	Exocytosis inh
> CC(C)(C)NC(=O)COc1ccc(CNCc2ccccn2)cc1
→ 95.0	17.2	-0.6	0.6	-0.7	14.5*	9.7	9.4	-6.8	-0.9
> Cc1ccc(/C=C/c2nc3ccccc3c(=O)n2CCc2ccccc2)cc1
→ 97.0	-5.7	-1.3	-0.2	-2.7	-3.6	5.8	-1.1	-5.0	2.0
> COC(=O)Cc1ccc(OC(=O)C2CCN(S(=O)(=O)c3ccc(OC)c(OC)c3)CC2)cc1
→ 94.0	-4.7	0.1	0.2	3.3	0.4	-4.8	16.6	-15.4	12.2
> COC(=O)/C=c1/s/c(=C(/C#N)C(=O)NCc2ccccc2)n(-c2ccccc2)c1=O
→ 98.0	0.4	-1.0	0.0	0.4	6.7	2.9	-5.5	-8.9	0.4
> CCCc1nc(SC)[nH]c(=O)c1C
→ 97.0	3.7	-0.6	0.0	0.6	3.8	-5.7	1.8	-21.3	0.0
> COc1ccc(COc2cc(-c3cccc(OC)c3)nc3ccc(NC(=O)c4ccccc4)cc23)cc1
→ 95.0	2.2	-0.9	-0.6	-3.1	-0.2	46.8	1.9	10.2	-0.2
> O=C(Cc1ccc([N+](=O)[O-])cc1)Nc1ccc(Cl)cc1
→ 97.0	0.5	-0.6	0.1	-0.9	-5.0	-8.4	-1.5	-3.4	-2.6
> CCCCNC(=O)C1C(c2ccccc2)=Nc2ccccc2N1C(=O)c1ccc(C(F)(F)F)cc1 (configuration not stated)
→ x	x	x	0.1	x	-9.0	x	x	-9.1	2.9
> COc1ccc(N2CCN(c3ccc(NC(=O)c4ccc5c(c4)OCO5)cc3C#N)CC2)cc1
→ 99.0	-0.1	1.6	0.5	1.2	4.3	-8.8	-4.1	x	-3.2
> CC1=CN2CC(O)CN=C2C=C1 (configuration not stated)
→ 101.0	-6.3	-0.7	-0.2	0.7	3.3	7.2	8.7	-8.3	-1.0

The listing continues.
Values run as follows: ABCB6 inh MLPCN	PDI inh	hiPSC survival	aDG glyco act	Glyco luc inh	m5-HT2A agonist	Cardio protect	Vif inh	CaV13 ICDI inh	Exocytosis inh
> Cn1c(Cl)c(C(=O)Nc2ccc(Cl)cc2)c2ccccc21
→ 94.0	4.0	-1.1	-0.1	9.8	-3.3	-5.2	-6.1	-4.6	68.7*
> CC(/C=C/c1ccccc1)=N/NC(=O)C(O)c1ccccc1 (configuration not stated)
→ 113.0	12.9	3.3	0.6	0.3	-1.6	2.9	-9.6	-2.9	-7.5
> CN(C(=O)COC(=O)c1cnc(Cl)c(Cl)c1)C1CCCCC1
→ 106.0	12.3	3.1	0.5	0.9	4.1	0.9	-1.0	-4.4	-4.4
> CCOC(=O)CNc1nc(Cl)nc(NC(C)(C)C)n1
→ 98.0	3.4	-0.4	-0.3	0.4	6.0	3.2	30.3	-4.8	-2.0
> COC(=O)c1cn(C(=O)c2ccco2)c2ccccc12
→ 85.0	4.1	-3.1	0.1	1.7	1.3	10.8	-8.2	x	-0.2
> OC1CCN(c2cc(-c3ccccc3)nc3cc(-c4ccc(F)cc4)nn23)CC1
→ 102.0	-1.1	-2.7	-0.1	-1.1	0.1	-2.5	-7.6	2.2	-2.7
> Cc1ccc(C)c(N/N=C2\CCCNC2=O)c1
→ 97.0	9.5	-0.6	-0.3	1.1	2.1	-5.1	1.8	-4.8	-3.8
> CC(C)N(C(=O)[C@H]1C[C@H](CC(=O)NCCc2ccccn2)C(=O)N2CCc3c([nH]c4cc(CCC(=O)N(C)C)ccc34)[C@]12C)C(C)C
→ 98.0	3.6	0.3	-0.2	-0.3	3.9	4.8	12.3	-5.8	-0.7
> CCN(CC)CCCN1C(=O)c2oc3ccccc3c(=O)c2C1c1cccnc1 (configuration not stated)
→ 103.0	1.8	6.5	-0.1	0.8	11.8	7.5	-17.1	-4.9	-1.6

From PubChem BioAssay
